DAGLB inhibitor = DAGLB lipase inhibitors, primary screen, biochemical, fluorescence, HTS; HEK293T DAGLB membrane lysate, EnzChek fluorogenic substrate; inhibition, % at 5.17 µM; hit rate 0.059% among 340,000; in the data active = inhibition above about 34%;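 also: 0% = enzyme with vehicle and 100% = wells lacking enzyme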
OPRM1-OPRD1 inv = inverse agonists of MOR-DOR heterodimerization, primary screen, cell-based, luminescence; Mu-type opioid receptor (Homo sapiens) + Delta-type opioid receptor (Homo sapiens), …; cell-based MOR-DOR heterodimer luminescence, inverse agonism; hit rate 0.21% among 340,000; inhibition, % at 9.3 µM; in the data active = inhibition above about 22%, passing the limit was not always enough;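 also: 0% = cells with DMSO and 100% = wells without cells with DMSO; values of inactives mirror those of a sister screen read the other way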
Pemphigus Ab inh = inhibitors of pemphigus antibody binding to DSG3, primary screen, biochemical, bead-based, flow cytometry, scFv-GFP; Desmoglein-3 (Homo sapiens), P32926; DSG3-coupled beads, scFv-anti-DSG3-GFP binding; active compounds read low; binding (percent of control), % at 10 µM; hit rate 0.48% among 310,000; AID 588358, 2011;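 active = binding more than 3 SD below its plate's average and above zero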;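 also: hits lower antibody fragment binding to DSG3; some compounds called inactive have numbers as strong as hits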
PKA-R1A activ = activators of PKA-R1A holoenzyme, primary screen, biochemical, fluorescence polarization, Cy5-IP20, bovine R1A, mouse PKAc. cAMP-dependent protein kinase type I-alpha regulatory subunit (Bos taurus) + …. PKA-R1A dissociation; scaled: DMSO 0%, 113 µM cGMP 100%. activation, % at 11.4 µM. hit rate 0.083% among 340,000. AID 504707, 2011;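 active = percent activation above the mean of all tested compounds plus 3 SD, cut at about 19% in these data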;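 also: higher means more PKAc released from R1A so a rise in polarization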
Arrestin-AP2 inh = inhibitors of beta-arrestin/AP2 binding, primary screen, biochemical, GPCR trafficking, flow cytometry | FITC-arrestin peptide / GST-AP2 beads; AP2 beta2 appendage carries R879A mutation | beta-arrestin 1 C-terminal peptide binding to AP2 beta2-adaptin appendage (human) | inhibition, % at 10 µM | AID 504490, 2011 | hit rate 0.31% among 340,000;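 active = inhibition above a set limit, near 3 SD of compounds lacking own fluorescence, cut at about 54% in these data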;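 also: plate controls were DMSO wells for no effect and 5 µM unlabelled arrestin peptide for full effect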
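Test system: GST-tagged AP2 beta2-adaptin appendage (R879A) on 4 µm glutathione beads; also added: fluorescein-tagged arrestin peptide at 50 nM final; timing: 12 min plus 1 h, RT; signal: flow cytometry, FL1 (488/535 nm); read-out: percent drop in bead-associated FITC signal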
V-ATPase pHluor = regulators of yeast V-ATPase proton pumping, primary screen, pHLuorin cytosolic pH fluorescence; hit rate 0.37% among 350,000; response, % at 10 µM; S. cerevisiae; in the data active = response mostly above about 7.3%, no sharp cut-off; inactive = mostly below about 5.4%; also: actives read high; inactives centre near 0; some compounds called inactive have numbers as strong as hits; reference of the scale not given here
HTR5A ag = HTR5A agonists in luminescence cell assay, primary screen, counter-screen for OPRM1-OPRD1 heterodimer agonist project, full-deck HTS | 5-hydroxytryptamine receptor 5A (Homo sapiens), P47898 | cell-based | activation, % at 9.3 µM | hit rate 0.61% among 340,000; in the data active = activation mostly above about 9.5%, no sharp cut-off; inactive = mostly below about 7.6%;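 also: 0% = cells with vehicle only and 100% = reference agonist; strong numbers were not always called active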
Target sequence (P47898 whole entry, looked up): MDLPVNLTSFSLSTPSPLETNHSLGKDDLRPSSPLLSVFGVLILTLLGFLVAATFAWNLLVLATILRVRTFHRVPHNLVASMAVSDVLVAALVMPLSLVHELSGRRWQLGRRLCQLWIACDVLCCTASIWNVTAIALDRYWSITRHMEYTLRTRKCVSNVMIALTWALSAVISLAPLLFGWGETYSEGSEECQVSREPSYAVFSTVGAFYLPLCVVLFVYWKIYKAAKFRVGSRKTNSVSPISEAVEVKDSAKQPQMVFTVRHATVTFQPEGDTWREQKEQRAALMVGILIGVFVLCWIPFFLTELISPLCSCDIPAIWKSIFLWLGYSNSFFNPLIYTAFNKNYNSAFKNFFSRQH
PKA-R2B activ = activators of PKA-R2B holoenzyme, primary screen, biochemical, fluorescence polarization, Cy5-IP20, human; cAMP-dependent protein kinase catalytic subunit beta (Homo sapiens) + cAMP-dependent …; PKA-R2B holoenzyme dissociation; R2B truncated from residue 108, S112A mutant; 0% DMSO only, 100% 113 µM cGMP; activation, % at 11.4 µM; hit rate 0.079% among 340,000;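 active = activation above a cutoff set at the mean over all compounds plus 3 SD, cut at about 18% in these data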;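 also: higher means more holoenzyme dissociation and a rise in polarization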
Target sequence (P31323 whole entry, looked up, other chains not shown, the tested form may be a part): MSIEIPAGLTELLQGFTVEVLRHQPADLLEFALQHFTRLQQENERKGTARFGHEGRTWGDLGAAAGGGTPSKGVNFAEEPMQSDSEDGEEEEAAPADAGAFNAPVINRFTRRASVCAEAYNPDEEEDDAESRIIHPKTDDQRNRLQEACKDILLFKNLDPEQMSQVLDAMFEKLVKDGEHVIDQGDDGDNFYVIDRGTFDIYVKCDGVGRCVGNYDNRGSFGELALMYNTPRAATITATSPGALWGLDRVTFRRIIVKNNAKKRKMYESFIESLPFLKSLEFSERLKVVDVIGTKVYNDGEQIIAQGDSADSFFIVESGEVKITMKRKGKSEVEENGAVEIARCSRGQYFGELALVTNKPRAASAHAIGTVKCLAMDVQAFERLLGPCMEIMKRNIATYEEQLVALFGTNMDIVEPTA
MOR-DOR ag = agonists of OPRM1-OPRD1 heterodimerization, primary screen, cell-based, luminescence | cells | activation, % at 9.3 µM | hit rate 0.3% among 340,000 | AID 504326, 2011; in the data active = activation above about 18%;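 also: 0% = vehicle-treated cells and 100% = reference agonist; values of inactives mirror those of a sister screen read the other way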
HTR5A inv ctr = HTR5A inverse agonists in luminescence cell assay, primary screen, counter-screen for OPRM1-OPRD1 heterodimer inverse agonist project, full-deck HTS. inhibition, % at 9.3 µM. AID 504634, 2011. HTR5A cell line, inverse agonism. hit rate 0.083% among 340,000; in the data active = inhibition mostly above about 23%, no sharp cut-off; inactive = mostly below about 18%;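 also: 0% = cells with DMSO and 100% = no-cell wells with DMSO; some compounds called inactive have numbers as strong as hits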
* = called active by the depositor; · = no result given.

SMILES	DAGLB inhibitor	OPRM1-OPRD1 inv	Pemphigus Ab inh	PKA-R1A activ	Arrestin-AP2 inh	V-ATPase pHluor	HTR5A ag	PKA-R2B activ	MOR-DOR ag	HTR5A inv ctr
O=C(CCC(=O)Nc1ccc(Cl)cc1Cl)NNC(=O)Nc1ccccc1	-1.3	10.2	83.9	-2.2	42.4	0.7	4.5	-2.1	-2.0	-11.5
CC(C)(C)c1ccc(C(=O)N2CCC(C(=O)NCc3ccco3)CC2)cc1	-1.0	4.5	97.8	2.7	1.8	-2.4	-4.7	-4.9	-0.8	-9.5
Cn1nc(-c2ccc(OCC(=O)Nc3cccnc3)cc2)c2ccccc2c1=O	3.6	0.2	102.3	-3.9	18.3	-1.2	-1.3	-2.2	0.0	-3.4
CN(C)CCNC(=O)c1cccc(NS(=O)(=O)c2ccc(Cl)c(Cl)c2)c1	-4.2	8.9	110.6	-6.5	21.8	-2.4	2.6	-4.1	-1.8	-4.6
Cc1cccc(CN2C(=O)c3ccccc3Sc3ccc(C(=O)O)cc32)c1	3.1	8.2	73.3	-9.0	5.7	1.7	3.4	-10.8	-1.5	-9.4
CC(=O)NC1=C(Nc2ccc(N(C)C)cc2)C(=O)c2ccccc2C1=O	3.9	-3.1	93.5	-9.3	8.3	-1.1	-3.8	5.9	0.6	10.3
CCc1ccc(C(=O)Nc2cc(C)on2)o1	-0.5	3.2	·	0.3	-6.1	0.7	2.1	-9.1	-0.5	-0.9
COc1ccc(Cl)cc1NC(=O)COC(=O)Cc1cccs1	-4.7	-0.1	106.2	-10.3	20.9	0.5	-3.9	-14.8	0.0	10.0
COc1cccc(CCNC(=O)CCc2nnc(Cc3cc(OC)ccc3OC)o2)c1	0.9	3.9	94.0	5.0	5.9	-1.5	1.8	-5.2	-0.8	-6.5
Cc1nn(Cc2ccc([N+](=O)[O-])cc2)c(=O)n1N(C)c1ncc(C(F)(F)F)cc1Cl	-0.8	3.6	101.8	-15.0	-2.3	-50.1	3.1	-10.1	-0.7	-23.3
Cc1[nH]nc2c1C(C1CC=CCC1)C(C#N)=C(N)O2 (stereo not drawn)	0.0	13.7	98.3	-11.3	1.1	-0.4	0.1	6.3	-3.3	17.6
Cc1nc(NC(=S)Nc2ccccc2)sc1C	-1.7	19.7	103.3	3.3	-9.6	-2.3	0.0	-6.0	-2.7	23.2

Filtered by structure, the compounds so far with an aryl methoxy group
SMILES	DAGLB inhibitor	OPRM1-OPRD1 inv	Pemphigus Ab inh	PKA-R1A activ	Arrestin-AP2 inh	V-ATPase pHluor	HTR5A ag	PKA-R2B activ	MOR-DOR ag	HTR5A inv ctr
COc1ccc(Cl)cc1NC(=O)COC(=O)Cc1cccs1	-4.7	-0.1	106.2	-10.3	20.9	0.5	-3.9	-14.8	0.0	10.0
COc1cccc(CCNC(=O)CCc2nnc(Cc3cc(OC)ccc3OC)o2)c1	0.9	3.9	94.0	5.0	5.9	-1.5	1.8	-5.2	-0.8	-6.5

Next entries
SMILES	DAGLB inhibitor	OPRM1-OPRD1 inv	Pemphigus Ab inh	PKA-R1A activ	Arrestin-AP2 inh	V-ATPase pHluor	HTR5A ag	PKA-R2B activ	MOR-DOR ag	HTR5A inv ctr
O=C(Nc1ccc(-c2ccc3nncn3n2)cc1)C1CCCCC1	1.9	6.1	88.2	0.9	0.0	1.9	-3.2	-6.4	-1.2	-26.9
CSc1nc(C)c2c(n1)N(c1ccc(F)cc1)CC2	2.2	7.8	111.9	-5.5	-1.3	1.8	-3.4	0.0	-1.6	8.3
O=S(=O)(Nc1ccc2c(c1)OCCO2)c1cccc2cccnc12	-0.9	9.9	103.9	7.8	0.9	-1.6	0.2	-10.5	-1.9	-0.3
CSCC[C@H](NC(=O)N1CCn2c1nc1ccccc12)C(=O)NC1CCCCC1	-0.4	·	94.9	-6.5	-6.8	1.5	·	1.9	·	·
CCOc1ccccc1NC(=O)CSc1ccc(-c2ccco2)nn1	-1.9	6.2	102.2	-0.8	24.7	0.3	3.8	1.2	-1.2	-0.8
N#Cc1ccc(CN(c2ccncc2)S(=O)(=O)c2ccccc2)cc1	-1.9	12.2	100.5	10.5	-7.2	1.0	5.6	-2.5	-2.3	10.8
CCN(CC)C(=O)Cn1nnc(-c2ccc(C)o2)n1	2.3	6.6	95.5	-18.7	7.6	2.9	-0.5	-7.5	-1.3	5.3
CCC(=O)Nn1c(C2CCC2)nc2ccccc2c1=O	-2.4	5.8	96.5	-4.0	8.5	-3.8	0.5	6.9	-1.2	-1.7
CCOc1ccc(-c2nnc(Nc3ccc(OC)c(C(=O)N4CCCCC4)c3)c3ccccc23)cc1	6.6	-7.2	101.4	-5.5	11.4	-2.1	2.7	-15.1	1.0	-7.2
CCCc1cc(=O)oc2c(C)c(OC(C)C(=O)NCCN3CCOCC3)ccc12 (stereo not drawn)	3.6	-1.0	·	7.4	4.3	3.8	0.1	3.0	0.2	18.5
O=c1[nH]c2ccc(Br)cc2c(-c2ccccc2)c1N1CCOCC1	3.4	0.3	94.9	-9.2	11.8	2.6	4.9	-11.8	-0.1	-13.6
COc1ccc(OC)c(/C=C2\Oc3cc(OCC(=O)N4CCC(C(=O)O)CC4)ccc3C2=O)c1	-0.8	-4.3	99.1	-2.2	17.7	-2.5	2.1	-1.0	0.9	-12.8
COC(=O)c1sccc1NC(=O)Nc1ccc(F)cc1	-3.9	-6.5	103.3	-8.3	3.8	4.0	-7.8	6.3	1.6	20.0
COc1nc(NCCC2=CCCCC2)nc(OC)n1	-0.1	13.8	97.6	-13.2	23.8	-2.7	-2.3	-1.4	-2.3	6.1
CCSc1nnc(NC(=O)C2CC2c2ccccc2)s1 (stereo not drawn)	0.3	-7.9	87.2	-9.3	-5.3	3.8	-0.8	-3.0	1.3	-30.4
COC(=O)c1sc(NC(=O)c2cc3c(s2)CCCC3)nc1C	-4.8	-4.7	·	-10.1	10.9	0.8	8.6	2.1	0.9	1.1
CCc1cc2c(=O)n(Cc3ccccc3)c(SC3CCOC3=O)nc2s1 (stereo not drawn)	-4.7	1.8	104.9	-1.9	-9.3	0.6	3.7	-9.6	-0.4	-9.6
O=C(NC(NC(=S)N1CCOCC1)C(Cl)(Cl)Cl)c1cccc2ccccc12 (stereo not drawn)	0.0	5.7	120.7	-2.8	43.3	-0.8	-3.0	-7.3	-1.1	12.3
CC1Cc2ccccc2N1S(=O)(=O)c1cccc(C(=O)NCC(c2ccco2)N2CCCC2)c1 (stereo not drawn)	2.4	13.6	125.7	0.4	-13.7	2.6	2.6	7.1	-2.8	-6.7
O=C(O)C1CCCCC1C(=O)N1CCCC1 (stereo not drawn)	0.3	18.7	102.1	4.0	6.8	0.9	-3.3	3.1	-3.6	8.8
O=C(NCCCN1CCCC1=O)C1CCN(S(=O)(=O)c2cc(C(F)(F)F)ccc2Cl)CC1	1.0	5.5	93.4	3.9	4.3	-2.1	-0.7	-10.6	-1.4	1.8
COc1ccc(Cl)cc1N1C(=O)/C(=C\c2sccc2C)N=C1SCC(=O)NC1CC1	1.3	6.6	93.1	-17.6	-5.5	-0.8	-3.8	-7.4	-1.3	17.4
CSC(=CC(=O)c1ccccc1)SC	0.3	16.0	123.0	-3.6	17.5	-2.2	-2.4	-3.0	-2.8	-11.2
Cc1onc(-c2ccccc2Cl)c1C(=O)N1CCOC12CCN(c1cccc(F)n1)CC2	-0.7	13.2	94.2	-10.5	-4.8	-1.5	0.3	2.9	-2.6	-0.8
CC(CN1CCOCC1)(NS(=O)(=O)c1ccccc1)c1ccccc1 (stereo not drawn)	-0.7	-3.0	98.5	-7.4	0.7	-3.5	3.0	1.9	0.5	1.5
O=C1CSc2ccc(S(=O)(=O)NCc3ccc(F)cc3)cc2N1	1.7	16.4	100.5	10.9	-17.8	0.5	-1.6	-8.6	-3.2	-0.1
CCS(=O)(=O)N1Cc2ccccc2CC1C(=O)Nc1ccc(F)cc1 (stereo not drawn)	1.3	7.7	98.9	-6.9	1.9	-2.5	-1.6	-3.5	-1.5	-20.9
O=C1CCCN1C(=O)CSc1ncnc2sccc12	0.1	12.8	102.5	-2.8	-0.2	-0.1	-9.7	-19.1	-2.4	-11.9
COc1ccccc1C(=O)N(Cc1nc(-c2ccc(Cl)cc2)no1)C(C)C	-8.7	4.4	112.2	-7.7	0.1	-2.1	-5.0	-1.8	-0.9	13.2
CCO[C@H]1OC(C(=O)NCc2nc3ccccc3[nH]2)=C[C@@H](C2CCCCC2)[C@@H]1CCCO	-2.0	-4.5	100.0	15.9	9.2	-2.4	4.2	-8.3	0.8	-12.2
COc1ccc(S(=O)(=O)n2nc(-c3ccc(Cl)cc3)cc2N)cc1	0.5	-12.3	89.5	-1.9	0.4	-3.2	0.5	-5.0	2.4	-13.8
COC(=O)c1ccsc1NC(=O)CN1C(=O)CCC1=O	-0.8	2.6	96.8	-10.3	21.1	-1.2	-3.1	-10.5	-0.5	8.8
C=CCNC(=O)C(=O)Nc1cc2c3c(c1)CCC(=O)N3CCC2	-0.9	11.1	104.8	-5.9	-21.7	1.5	-1.8	-2.9	-2.1	6.6
Cc1ccc(C(=O)N2C(=S)C(c3ccc(F)cc3)=NC23CCN(C)CC3)cc1	2.3	-82.8	104.8	-2.3	7.3	-0.4	-0.7	-4.0	14.6	2.4
O=C1CN(C(=O)c2cc3ccccc3o2)c2ccccc2N1	0.2	2.5	114.9	-5.1	-11.1	2.1	3.0	3.3	-0.5	-7.4
CN(C)S(=O)(=O)c1cccc(NC(=S)NCc2ccco2)c1	0.4	11.6	102.9	-5.3	4.8	1.8	-4.1	-2.4	-2.2	-6.1
Brc1ccccc1C1N=C(c2ccccc2)NO1 (stereo not drawn)	-0.4	-7.7	124.4	0.9	-3.8	7.1	0.6	-12.0	1.0	-1.8
Cc1c(Cl)c([N+](=O)[O-])nn1CC(=O)NCCCN1CCOCC1	2.4	-3.6	103.2	9.8	-8.6	-3.1	-4.4	3.3	0.7	10.6
COc1ccccc1CNC(=O)CSc1nc(N)c(C#N)c(-c2cccs2)c1C#N	1.9	1.3	104.4	-4.7	0.2	-0.9	-3.1	-5.5	-0.3	10.7
CCc1ccc(/C=N/NC(=O)c2ccccn2)cc1	0.4	12.4	108.1	-5.1	-3.5	0.0	-4.5	-5.3	-2.4	-1.8
COC(=O)C[C@@H]1C[C@@H]2c3cc(NC(=O)Cc4ccncc4)ccc3O[C@@H]2[C@@H](CO)O1	-0.2	·	102.8	0.3	·	0.2	·	2.0	·	·
CC(Nc1cccc(F)c1)C(=O)Nc1ccc(S(N)(=O)=O)cc1 (stereo not drawn)	-0.8	9.3	98.8	-10.3	-14.8	-0.5	-3.2	-0.8	-1.7	8.9

Screening results (PubChem BioAssay)
